PAD4 inh – PAD4 (human) enzyme inhibition. Q9UM07. recombinant PAD4, RCA probe fluorescence polarization. inhibition, % at 6.36 µM. actives 0.41% (n = 330,000);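 active = percent inhibition above a cutoff equal to the mean of all tested compounds plus 3 SD, cut at about 15% in these data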;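 also: 0% = PAD4 with RCA probe and DMSO and 100% = probe without PAD4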
PREPL inhibitor – inhibitors of human prolyl oligopeptidase-like enzyme PREPL; recombinant PREPL, fluorescence polarization activity-based probe; inhibition, % at 5.96 µM; Q4J6C6; actives 0.68% (n = 320,000); in the data active = inhibition above about 43%;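 also: 0% = enzyme with DMSO and 100% = wells lacking enzyme; many of its hits are not listed in these tables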
pPAFAH inh – pPAFAH (human) enzyme inhibition | recombinant pPAFAH, FP-rhodamine probe fluorescence polarization | inhibition, % at 3.39 µM | actives 1.5% (n = 330,000);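 active = inhibition above the mean inhibition across the screen plus 3 SD, cut at about 25% in these data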;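 also: inhibitors block binding of the rhodamine activity-based probe so polarization drops; 0% = enzyme with DMSO and 100% = wells lacking pPAFAH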
LYPLA2 inh – LYPLA2 (human) inhibition in PME1 counter-screen. recombinant LYPLA2, FP-Rh probe fluorescence polarization. inhibition, % at 5.9 µM. actives 0.38% (n = 320,000). AID 2177;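 active = inhibition above the screen-wide mean plus 3 SD, limit set per campaign, cut at about 26% in these data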;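 also: 0% = LYPLA2 with DMSO and 100% = wells lacking LYPLA2 enzyme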
LYPLA1 inh – counter-screen for PME1 inhibitors: inhibitors of human LYPLA1. recombinant LYPLA1, FP-Rh probe fluorescence polarization. AID 2174. O75608. actives 0.16% (n = 320,000). inhibition, % at 5.9 µM;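 active = inhibition above the mean of all tested compounds plus 3 SD, set per campaign, cut at about 14% in these data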;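 also: inhibitors block serine hydrolase probe labeling of LYPLA1 so polarization falls; 0% = enzyme with DMSO and 100% = wells lacking LYPLA1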
Target sequence (O75608 whole entry, looked up): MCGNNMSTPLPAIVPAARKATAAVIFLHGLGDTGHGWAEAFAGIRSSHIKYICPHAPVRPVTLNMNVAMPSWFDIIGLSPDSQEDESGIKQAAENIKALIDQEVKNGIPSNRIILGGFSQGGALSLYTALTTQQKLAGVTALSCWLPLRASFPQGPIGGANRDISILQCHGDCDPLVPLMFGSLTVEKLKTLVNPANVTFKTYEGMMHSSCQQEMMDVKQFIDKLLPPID
PAFAH2 FP inh – PAFAH2 (human) inhibition | inhibition, % at 3.39 µM | AID 492956 | actives 0.99% (n = 340,000) | recombinant PAFAH2, FP-rhodamine activity probe, fluorescence polarization | Q99487;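 active = inhibition above the mean over all tested compounds plus 3 SD, cut at about 30% in these data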;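 also: inhibitors block probe labeling of enzyme so polarization drops; 0% = enzyme with DMSO and 100% = wells lacking PAFAH2 protein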
GSTO1 counter – blocks human GSTO1 in RBBP9 counter-screen; P78417; recombinant GSTO1, activity-based probe fluorescence polarization; inhibition, % at 5.96 µM; actives 1.1% (n = 300,000); AID 1974;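 active = inhibition above the campaign mean inhibition plus 3 SD, cut at about 35% in these data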;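 also: 0% = GSTO1-1 with DMSO and 100% = wells lacking GSTO1-1 enzyme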
Target sequence (P78417 whole entry, looked up): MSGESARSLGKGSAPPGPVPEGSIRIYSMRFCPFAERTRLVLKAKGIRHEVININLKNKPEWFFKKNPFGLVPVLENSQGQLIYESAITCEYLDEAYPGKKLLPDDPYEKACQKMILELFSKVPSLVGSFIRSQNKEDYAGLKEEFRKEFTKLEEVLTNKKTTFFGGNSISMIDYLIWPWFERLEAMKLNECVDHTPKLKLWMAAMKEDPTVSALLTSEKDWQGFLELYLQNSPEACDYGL
PAFAH1B3 FP inh – blocks human PAF acetylhydrolase 1B catalytic subunit 3; Q15102; recombinant PAFAH1B3, FP-rhodamine probe, fluorescence polarization; inhibition, % at 3.39 µM; actives 0.28% (n = 340,000);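 active = inhibition above the screen-wide average of all tested compounds plus 3 SD, cut at about 25% in these data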;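 also: 0% = enzyme with DMSO only and 100% = wells lacking PAFAH1B3 protein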
Target sequence (Q15102 whole entry, looked up): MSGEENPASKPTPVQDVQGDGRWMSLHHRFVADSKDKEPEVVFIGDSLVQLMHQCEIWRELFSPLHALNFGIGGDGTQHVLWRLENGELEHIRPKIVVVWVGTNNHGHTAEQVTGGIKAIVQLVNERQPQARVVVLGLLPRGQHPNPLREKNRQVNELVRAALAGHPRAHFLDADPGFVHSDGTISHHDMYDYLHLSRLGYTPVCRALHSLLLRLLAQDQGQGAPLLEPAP
PAFAH1B2 FP inh – inhibitors of human PAFAH1B2. actives 1.2% (n = 340,000). P68402. inhibition, % at 3.39 µM. recombinant PAFAH1B2, FP-rhodamine activity probe, fluorescence polarization. AID 492953;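 active = inhibition above the mean of all tested compounds plus 3 SD, cut at about 24% in these data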;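 also: 0% = enzyme with DMSO and 100% = wells lacking PAFAH1B2; many of its hits are not listed in these tables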
Target sequence (P68402 whole entry, looked up): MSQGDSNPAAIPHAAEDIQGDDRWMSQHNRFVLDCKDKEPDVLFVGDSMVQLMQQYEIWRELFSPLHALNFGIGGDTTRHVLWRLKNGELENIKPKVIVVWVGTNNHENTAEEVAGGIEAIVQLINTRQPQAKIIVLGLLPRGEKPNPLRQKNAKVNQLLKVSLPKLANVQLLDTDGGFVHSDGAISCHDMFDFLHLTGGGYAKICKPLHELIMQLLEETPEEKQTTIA
* = called active by the depositor; · = not tested or not shown. A portion of the library; count on the stated rates, not on these rows.

SMILES | PAD4 inh | PREPL inhibitor | pPAFAH inh | LYPLA2 inh | LYPLA1 inh | PAFAH2 FP inh | GSTO1 counter | PAFAH1B3 FP inh | PAFAH1B2 FP inh
Cc1ccsc1/C=N/NC(=O)C1CC(=O)N(c2ccccc2)C1 (centres undefined) | -3 | 1 | 0 | 9 | 2 | -8 | 2 | -1 | 5
C=CC[n+]1c(/C=C2\C=Cc3cc(C)ccc3N2CC)ccc2ccccc21 | -79 | 46* | -7 | -16 | -5 | -15 | -20 | -16 | -18
COc1ccc(Cl)cc1NC(=S)NC1CCCC1 | -4 | 16 | 3 | -5 | 0 | -11 | -5 | 9 | -2
CCC(=O)c1cc(F)ccc1OCC(=O)N1CCN(c2ccc(F)cc2)CC1 | -11 | 25 | -7 | -1 | 1 | 3 | -3 | 2 | -3
CCCCN(C)Cc1c(C)[nH]c2ccc(C)cc2c1=O | 2 | 6 | 5 | 4 | 0 | 3 | 5 | 3 | 4
CCC(CO)Oc1cc(NCc2ccc(C(=O)O)cc2)c2ncn(C(C)C)c2c1 (centres undefined) | -4 | 8 | 7 | · | · | 6 | · | 1 | -4
CN1CCN(CC#Cc2ccccc2)CC1CCO (centres undefined) | -2 | -6 | 4 | -3 | 0 | 1 | 6 | 4 | 2
CC1CCC2=NN(C(=O)c3ccco3)C(O)(C(F)(F)F)C2C1 (centres undefined) | -5 | -6 | -4 | -4 | 1 | -1 | 0 | 8 | 4
CC(=O)Nc1ccc(S(=O)(=O)Nc2ccc(-n3cnnn3)cc2)cc1 | 2 | -3 | -1 | 5 | 0 | 8 | · | 2 | 6
Cc1nnc(SCc2nnc(-c3ccccc3Br)o2)n1-c1ccccc1 | -3 | 15 | -4 | -5 | -1 | 9 | 8 | -7 | 3
Cc1c(C(=O)NC2CC2)oc2ccccc12 | 2 | -1 | 5 | 1 | 0 | 12 | · | 9 | 8
CCOC(=O)c1c(C)n(OC)c2ccc3c(no[n+]3[O-])c12 | -5 | 13 | 0 | -1 | -3 | 0 | 3 | 3 | 1
Cc1ccc(C)c(Cn2nnc3c(=O)[nH]c(C4CCN(S(=O)(=O)c5ccc(S(=O)(=O)N(C)C)cc5)CC4)nc32)c1 | -1 | 3 | -2 | 4 | 1 | 2 | 4 | -13 | -6
CSc1cc(-c2ccc(Cl)cc2)c(C(=O)N2CCCC2)s1 | 1 | -16 | -2 | -5 | -2 | 4 | 2 | 12 | 9
CCN(CCCCCCN)c1ccc2c(=O)[nH][nH]c(=O)c2c1 | 3 | 13 | 1 | 5 | 2 | 8 | 6 | 1 | 5
COc1ccc(CSCC(=O)NN=C2CCN(C)CC2)cc1 | 0 | -20 | 0 | -5 | 3 | 5 | 7 | 2 | 4
Cc1cc(Cl)c(S(=O)(=O)N2CCN(c3ccccc3)CC2)cc1OCC(N)=O | -1 | -57 | 1 | 5 | 4 | -4 | 0 | 6 | 2
O=C(NCCCN1CCCCC1)c1ccc2c(c1)ncn2C1CCCC1 | 1 | 0 | 5 | 3 | 0 | -1 | 6 | 2 | 4
O=C(O)C(=O)/C(=C\c1ccc([N+](=O)[O-])cc1)c1ccc2ccccc2n1 | -1 | 2 | 5 | 3 | -2 | 10 | 5 | 6 | 2
COc1ccccc1CNC(=O)C1CCC(CNS(=O)(=O)c2ccccc2)CC1 (centres undefined) | 2 | -1 | 8 | 1 | 3 | -3 | 1 | 6 | 3
CC(C)C[C@@H](C(=O)NCC1CCCO1)N1C(=O)N2CCc3c([nH]c4ccccc34)[C@@]2(C)C1=O (some centres undefined) | -1 | 21 | -5 | -7 | -5 | -3 | -7 | 2 | 4
CC1(C)CC(=O)C2=C(C1)OC(N)=C([N+](=O)[O-])C2c1ccc(C#N)s1 (centres undefined) | -3 | -3 | 7 | 6 | 3 | 10 | 27 | 4 | -3
Cc1ccc(NC(=O)COC(=O)CCc2c[nH]c3ccccc23)cc1[N+](=O)[O-] | -3 | 30 | 1 | -5 | -4 | 2 | 4 | 6 | 5
CCN(C(=O)COC(=O)CCC(=O)c1cccs1)c1ccccc1 | -5 | 17 | 3 | · | · | 8 | · | 2 | -1

Some values from the results shown:
`O=C(NCCCN1CCCCC1)c1ccc2c(c1)ncn2C1CCCC1` | PAFAH2 FP inh: -1
`CCN(C(=O)COC(=O)CCC(=O)c1cccs1)c1ccccc1` | PAFAH2 FP inh: 8

Three compounds from above, showing only pPAFAH inh, PAFAH2 FP inh and PAD4 inh:
Compound	pPAFAH inh	PAFAH2 FP inh	PAD4 inh
Cc1cc(Cl)c(S(=O)(=O)N2CCN(c3ccccc3)CC2)cc1OCC(N)=O	1	-4	-1
O=C(NCCCN1CCCCC1)c1ccc2c(c1)ncn2C1CCCC1	5	-1	1
O=C(O)C(=O)/C(=C\c1ccc([N+](=O)[O-])cc1)c1ccc2ccccc2n1	5	10	-1

(further entries)
SMILES | PAD4 inh | PREPL inhibitor | pPAFAH inh | LYPLA2 inh | LYPLA1 inh | PAFAH2 FP inh | GSTO1 counter | PAFAH1B3 FP inh | PAFAH1B2 FP inh
Nc1cc2c(cc1C(=O)c1ccccc1)OCCO2 | 2 | 4 | 5 | -4 | -3 | -6 | 4 | 4 | -1
COc1ccc(NC(=O)[C@@H](NC(=O)N2C[C@H]3C[C@@H](C2)c2cccc(=O)n2C3)C(C)C)cc1OC | 2 | 7 | 0 | 6 | 4 | -1 | -7 | 18 | 4
O=[N+]([O-])c1ccc2c(c1)C(N1CCOCC1)/C(=C/COc1ccc3ccccc3c1Br)O2 (centres undefined) | 1 | 33 | 0 | -4 | -1 | -2 | 1 | 2 | -1
COc1ccc(CC(=O)N/N=C(\C)CC(=O)Nc2ccc(N(C)C)cc2)cc1OC | -1 | 8 | 0 | -1 | -13 | 6 | -3 | 7 | -1
Cn1nc(C(=O)NCCCN2CCCCC2)c2c1-c1ccccc1SC2 | 2 | 13 | 0 | 3 | 1 | 1 | -10 | 5 | 6
Cc1cc([N+](=O)[O-])nn1Cn1nc([N+](=O)[O-])cc1C | -8 | 1 | 2 | 3 | 2 | -5 | -6 | 6 | -2
O=c1c(-n2cncn2)c[nH]n1-c1cccc(Cl)n1 | 3 | -4 | 1 | -9 | -3 | 3 | 3 | 8 | 4
CCn1c(SCc2cc(=O)[nH]c3ccccc23)nc2c1c(=O)n(C)c(=O)n2C | -1 | 2 | 0 | 2 | 2 | -7 | -2 | 2 | 1
Cc1[nH]nc2c1C(c1cccc(O)c1)C1=C(CC(C)(C)CC1=O)N2 (centres undefined) | 5 | 7 | -2 | 6 | -2 | 13 | 7 | 8 | 6
COc1ccc(CCN(C)C2CCCN(S(C)(=O)=O)C2)cc1OC (centres undefined) | -2 | 0 | 6 | -4 | -3 | -4 | 5 | 5 | 4
CC(C)c1ccccc1OCC(=O)Nc1ccccc1C(=O)N1CCOCC1 | 3 | -2 | 5 | 4 | 1 | -1 | 4 | 4 | 6
O=C(Nc1ccc(S(=O)(=O)N2CCCCC2)cc1)C1CCCN(C(=O)c2ccc(Cl)cc2)C1 (centres undefined) | -1 | 1 | -1 | -1 | -1 | -9 | 2 | 3 | 14
Cc1nn(CC(=O)Nc2ccc(Cl)c(S(=O)(=O)N(C)C)c2)c(C)c1[N+](=O)[O-] | 0 | 2 | 4 | -4 | -5 | -2 | 2 | -2 | -7
Nc1ncnc2c1cnn2-c1ccccc1 | -1 | -1 | 0 | 5 | -1 | -3 | -5 | 5 | 2
COc1ccc(-c2nc(CS(=O)CC(=O)NCc3ccc4c(c3)OCO4)c(C)o2)cc1OC (centres undefined) | -2 | 1 | 3 | -7 | -3 | 7 | 6 | 9 | 5
CCOC(=O)/C(C(=O)Nc1ccc(Cl)cc1Cl)=C1/NC(C)(C)Cc2ccccc21 | -4 | -3 | -1 | -1 | -2 | · | 1 | · | ·
COc1ccc2oc(C(=O)OCC(=O)N3CC(C)OC(C)C3)c(C)c2c1 (centres undefined) | -1 | -2 | 0 | -2 | -2 | 5 | 0 | 1 | 1
CCCCN(CC)CCNC(=O)c1nn(-c2ccc(OC)cc2)c(=O)c2c1c1ccccc1n2C | -3 | -40 | 5 | -1 | 3 | -5 | 7 | 3 | -3
O=C1C(Cl)=C(N2CCOCC2)C(=O)N1c1ccccc1F | -2 | 21 | 0 | 1 | 2 | -3 | 12 | 6 | -3
COc1ccc(-c2[nH]c(-c3ccccc3)nc2SCC(=O)Nc2nccs2)cc1 | 3 | 8 | 16 | -2 | -5 | -3 | -3 | 9 | 11
COc1ccc2c(C)cc(SCC(=O)Nc3cc(C(N)=O)cc(C(N)=O)c3)nc2c1 | 7 | -45 | -9 | -49 | -15 | -4 | -21 | 10 | 6
O=C(c1cc2n(n1)C(C(F)(F)F)CC(c1ccco1)N2)N1CCc2ccccc2C1 (centres undefined) | 2 | 19 | 14 | -1 | -1 | -1 | 9 | 4 | 1
Cc1ccccc1OC1C(=O)N(Cc2ccc3c(c2)OCO3)C1c1sccc1C (centres undefined) | 0 | -5 | 5 | -5 | -6 | 6 | 3 | 1 | 0
CN(CC(=O)Nc1ccccc1F)CC(=O)Nc1ccc(F)c(F)c1F | -9 | -20 | -5 | -1 | -3 | 12 | 7 | 7 | 1

Complete entries, looked up by structure. Order of screens: PAD4 inh	PREPL inhibitor	pPAFAH inh	LYPLA2 inh	LYPLA1 inh	PAFAH2 FP inh	GSTO1 counter	PAFAH1B3 FP inh	PAFAH1B2 FP inh
Results for Cn1nc(C(=O)NCCCN2CCCCC2)c2c1-c1ccccc1SC2 → 2	13	0	3	1	1	-10	5	6
Results for CC1(C)CC(=O)C2=C(C1)OC(N)=C([N+](=O)[O-])C2c1ccc(C#N)s1 (centres undefined) → -3	-3	7	6	3	10	27	4	-3

Next entries:
SMILES | PAD4 inh | PREPL inhibitor | pPAFAH inh | LYPLA2 inh | LYPLA1 inh | PAFAH2 FP inh | GSTO1 counter | PAFAH1B3 FP inh | PAFAH1B2 FP inh
O=C(O)c1nn(CCOc2cccc(Cl)c2)c(=O)c2ccccc12 | 3 | 0 | 1 | 13 | -2 | 5 | 10 | 5 | -1
Cc1cc(/C=N/n2cnnc2)c(C)n1-c1ccc(OCc2ccccc2F)cc1 | -5 | 15 | 27* | 11 | 4 | 1 | -3 | 9 | 0
COc1ccc(S(=O)(=O)N2CCN(C(=O)NCc3ccccc3)CC2)cc1 | -1 | -4 | 7 | -6 | -1 | 5 | -2 | 3 | 2
COc1ccc(/C=N/NC(=O)C2C3CCCCC32C)cc1OC (centres undefined) | -2 | 4 | 1 | 1 | 2 | 6 | 2 | 14 | 10

An excerpt of these results, with tabs:
structure	PAD4 inh	PREPL inhibitor	pPAFAH inh	LYPLA2 inh	LYPLA1 inh	PAFAH2 FP inh	GSTO1 counter	PAFAH1B3 FP inh	PAFAH1B2 FP inh
Cc1cc(/C=N/n2cnnc2)c(C)n1-c1ccc(OCc2ccccc2F)cc1	-5	15	27*	11	4	1	-3	9	0
COc1ccc(S(=O)(=O)N2CCN(C(=O)NCc3ccccc3)CC2)cc1	-1	-4	7	-6	-1	5	-2	3	2
